Screens from PubChem.
CCT chaperon mod = High-Throughput Screening for Modulators of Cytosolic Chaperonin Activity. purified chaperonin ATPase assay, HTRF ADP detection, 30 min. activity change, % (concentration not given with the values), hits read low. 360,000 tested, 0.3% active. AID 651819, 2012; in the data active = activity change below about -30%; note: % is set by controls: 0 for no effect and ±100 for the full control effect
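First, chaperonin was dispensed at 40 nM or 20 nM final depending on batch activity. Next, compounds were pinned at 76 uM and ATP added at 10 uM. After 30 min at 37 °C, ADP detection reagents ran 30 min at ambient temperature.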
DRD3 agonist = qHTS of D3 Dopamine Receptor Agonist: qHTS; D3R DiscoveRx beta-arrestin cells, luminescence, 90 min; D(3) dopamine receptor (Homo sapiens), P35462; AID 652048, 2013; 410,000 tested, 0.58% active; max activation, %; in the data active = max activation above about 30%; note: 0% is about no effect; mostly tested at two doses, the higher about 12 µM
Target sequence (P35462 whole entry, looked up): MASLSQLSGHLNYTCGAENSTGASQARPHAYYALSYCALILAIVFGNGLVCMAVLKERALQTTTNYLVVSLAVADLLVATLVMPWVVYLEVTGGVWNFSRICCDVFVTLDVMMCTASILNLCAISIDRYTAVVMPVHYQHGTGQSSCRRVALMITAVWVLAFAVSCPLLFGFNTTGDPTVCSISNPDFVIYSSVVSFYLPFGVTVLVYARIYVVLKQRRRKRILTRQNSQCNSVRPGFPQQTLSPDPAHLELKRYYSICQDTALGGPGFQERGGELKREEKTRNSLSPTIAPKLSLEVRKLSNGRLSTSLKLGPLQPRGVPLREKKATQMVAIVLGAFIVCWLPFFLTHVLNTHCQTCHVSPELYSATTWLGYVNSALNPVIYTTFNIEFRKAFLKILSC
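Cells at 1500/well, incubated overnight, then treated with pinned compounds (dopamine as control) for 90 min at 37 degrees C. DiscoveRx reagent added for 30 - 60 minutes at room temperature; luminescence read.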
Mm-Cpn inhibitor = Inhibitors of TCP-1 ring complex (TRiC) of Methanococcus maripaludis (MmCpn): qHTS. Chaperonin Mm-Cpn (Methanococcus maripaludis). purified Mm-Cpn ATPase, ADP Transcreener TR-FRET. Potency, µM (series often up to 76.9 µM), without a hit: at the highest dose activity, negative = inhibition, usual class: inhibitors. 330,000 tested, 0.031% active. AID 504842, 2011; note: potency is the fitted concentration of half-maximal effect; % is set by controls: 0 for no effect and ±100 for the full control effect; nearly all actives have a fitted effect of over 80% in size
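Measured: ADP formation by purified Mm-CPN. Conditions: 25 nM protein, 10 uM ATP, Tris pH 7.4 with Mg2+, K+ and DTT, 37°C for 30 min. Detection: Transcreener HTRF after 30 min at room temperature.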
D3 antag = qHTS of D3 Dopamine Receptor Antagonist: qHTS. D(3) dopamine receptor (Homo sapiens), P35462. D3R cells, DiscoveRx beta-arrestin luminescence, antagonist mode; hits give low values. max response, negative = inhibition, %. 360,000 tested, 2.5% active. AID 652054, 2013; in the data active = max response below about -50%; inconclusive = no clear call, values can overlap the other calls; note: % is set by controls: 0 for no effect and ±100 for the full control effect; mostly tested at two doses, the higher about 12 µM
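Cells plated overnight at 1500 cells/well, then exposed to library compounds with dopamine controls for 90 minutes at 37 degrees C. DiscoveRx reagent added for 30–60 minutes at room temperature; luminescence read, quantitative HTS format.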
PTHR1 agonist = qHTS for PTHR1 Agonists: Primary Screen. HEK293 GP2 PTHR1 cells, GloSensor cAMP luminescence, 1 h. Potency, µM (top dose mostly 115 µM), inactives show at the top dose activation, hits mostly activators. 410,000 tested, 0.075% active. AID 743266, 2014; note: potency is the fitted concentration of half-maximal effect; nearly all actives have a fitted effect of over 55% in size; some results filed as inactive show a strong effect at the top dose; inactives centre near -15; many of its hits are not listed in these tables
Target sequence (Q03431 whole entry, looked up): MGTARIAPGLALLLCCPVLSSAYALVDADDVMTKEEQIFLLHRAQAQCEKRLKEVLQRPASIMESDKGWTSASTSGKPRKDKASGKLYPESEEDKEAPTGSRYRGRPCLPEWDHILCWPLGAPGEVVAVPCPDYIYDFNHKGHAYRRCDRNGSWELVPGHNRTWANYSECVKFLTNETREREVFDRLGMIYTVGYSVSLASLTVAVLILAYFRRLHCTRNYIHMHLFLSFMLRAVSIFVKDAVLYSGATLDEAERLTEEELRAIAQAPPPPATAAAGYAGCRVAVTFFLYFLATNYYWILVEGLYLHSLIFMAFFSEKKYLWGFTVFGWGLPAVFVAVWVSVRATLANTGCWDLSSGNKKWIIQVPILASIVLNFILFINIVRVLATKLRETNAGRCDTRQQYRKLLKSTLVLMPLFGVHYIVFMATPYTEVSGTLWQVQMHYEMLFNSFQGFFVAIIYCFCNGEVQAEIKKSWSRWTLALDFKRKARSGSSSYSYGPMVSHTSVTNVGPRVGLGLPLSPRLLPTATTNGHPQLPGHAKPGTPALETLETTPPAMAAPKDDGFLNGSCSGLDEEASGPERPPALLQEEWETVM
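HEK-293-derived GP2 cells expressing PTHR1 and a GloSensor cAMP reporter, 3,000/well, plated overnight, given luciferin plus IBMX (each 0.5 mM as added) for 1 h at 37 °C, then compound for 1 h at 37 °C. Luminescence was read after 15 min at room temperature.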
EPAC2 antagonist = qHTS for Antagonist of cAMP-regulated guanine nucleotide exchange factor 2 (EPAC2): primary screen; Potency, µM (series often up to 114 µM), for the others: at the highest dose activity, negative = inhibition, actives largely listed as inhibitors; AID 720708, 2013; 360,000 tested, 0.18% active; Rap guanine nucleotide exchange factor 4 (Homo sapiens), Q8WZA2; EPAC2 GEF exchange of Rap1B-BODIPY-GDP, fluorescence; note: potency is the fitted concentration of half-maximal effect; % is set by controls: 0 for no effect and ±100 for the full control effect; nearly all actives have a fitted effect of over 45% in size; many of its hits are not listed in these tables
Akt phos inh = HTS Assay for Inhibitors of Akt Phophorylation: Primary Screen | Neuro2A IGF-stimulated pAkt S473 HTRF, 20 min; hits give low values | activity change, % for hits at 50 µM | 360,000 tested, 0.32% active | AID 651550, 2012; in the data active = activity change below about -80%; inconclusive = mostly about -51% to -80%; note: % is set by controls: 0 for no effect and ±100 for the full control effect
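Neuro2A cells in DMEM with 0.5% FBS, overnight at 37 deg C, given compound at single 50 µM final, then IGF (6 nM final) for 20 min at 37 deg C. Lysed; phospho-Akt Ser473 by HTRF after 24 h, 665/615 ratio.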
EPAC2 ag = qHTS for Agonist of cAMP-regulated guanine nucleotide exchange factor 4 (EPAC2): primary screen; Rap guanine nucleotide exchange factor 4 (Homo sapiens), Q8WZA2; EPAC2 activation, biochemical qHTS; response scale: 100% = 6.5 mM cAMP response; Potency, µM (titrated, usually from 154 µM), without a hit: top-dose activation, hits mostly activators; 360,000 tested, 0.079% active; AID 720711, 2013; note: potency is the fitted concentration of half-maximal effect; nearly all actives have a fitted effect of over 50% in size
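qHTS, titration series. 100 nM EPAC2 / 250 nM Rap1B-BODIPY-GDP / 50 uM GDP; RT; ex 480/em 540 nm, 5-min reads to 30 min. Norm. to 6.5 mM cAMP = activation.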
Active calls of the source: *; i = inactive; ? = inconclusive; nt = not tested or not shown; [ ] = remark or other dose. Unless noted, calls come from the whole dose curve; as a rule, active = well fitted curve in the direction sought with a large enough effect; inconclusive = small, poorly fitted or top-dose-only effect, or another doubt; inactive = no such curve, though single readings can be large; an effect the other way counts as inactive or inconclusive.

SMILES	CCT chaperon mod	DRD3 agonist	Mm-Cpn inhibitor	D3 antag	PTHR1 agonist	EPAC2 antagonist	Akt phos inh	EPAC2 ag
CCN(c1ccc2c(c1)OCO2)S(=O)(=O)c1cc(Br)cc2c1N(C(=O)C1CC1)CC2	-0.6	2	2%	9	20%[57.5 µM]	-8%	i	16%
O=C(Nc1cccc(Cl)c1)OCCOC(=O)Nc1cccc(Cl)c1	-1.2	4	nt	-5	i	-6%	i	11%
CSCCC(C(=O)N1CC2(C)CC1CC(C)(C)C2)N1C(=O)c2ccccc2C1=O (stereo not drawn)	-1.2	0	1%	16	i	-8%	i	1%
O=C1NC[C@@H](Cc2cccc3ccccc23)N(CC2CCCCC2)C1=O	-2.3	4	1%	36	i	-5%	i	0%
O=C(CN1C2=NCCN2c2ccccc21)N1CCOCC1	-1.6	8	nt	-9	i	0%	i	4%
O=C(Nc1ccccn1)[C@@H]1CCC(=O)N1C(=O)OCc1ccccc1	0.5	3	-1%	-8	i	-2%	i	1%
O=C(c1c(F)cccc1F)N1CCCC(c2nc(-c3ccc(F)cc3)no2)C1 (stereo not drawn)	-3.7	9	0%	-2	-32%[inhibitor]	0%	i	24%
Cc1nnc(SCc2cccc(Cl)c2)n(N)c1=O	-0.6	-3	-2%	?	-9%	-5%	i	10%
CCOc1ccc2nc(-c3ccccc3)nc(SCC(=O)Nc3ncc(C)s3)c2c1	1.2	-5	3%	-9	4%[57.5 µM]	16%	i	-9%
Cc1cccc(NC(=O)CCN2CC(C)CC(C)C2)c1 (stereo not drawn)	-0.3	-9	?	-2	i	0%	i	8%
Cc1nc2ncnn2c(C)c1CCC(=O)NCCC1=CCCCC1	-0.5	-2	3%	-15	i	7%	i	-2%
CCCSc1ccc([C@@H]2[C@@H]3C(=O)N(CC)C(=O)[C@@H]3[C@]3(C(=O)OC)CCCCN23)cc1OC	-0.6	17	0%	4	i	-15%	i	12%
CCn1c(SCC(=O)NCc2cccs2)nnc1-c1cccs1	-1.9	-3	-6%	-21	i	0%	nt	-2%
CN(C(=O)COC(=O)c1ccccc1C(=O)N(C)c1ccccc1)c1ccccc1	-0.1	14	-1%	7	-14%	2%	i	-3%
FC(F)(F)c1cnc2c(c1)Nc1ccccc1S2	-0.4	-2	-1%	0	-8%[57.5 µM]	5%	i	4%
Cc1ccc(C)c(NC(=S)N2CCN(Cc3ccccc3)CC2)c1	-0.7	-9	1%	-21	-9%	2%	i	15%
CC1(C)C(=O)Nc2ccccc2N1C(=O)COC(=O)CCSc1ccccc1	-1.6	-1	0%	4	i	-26%	i	23%
O=C(NCc1ccccc1CN1CCCCC1)c1ccc(Cl)cc1N1CCCC1=O	0.4	0	1%	7	-23%	2%	i	4%
Cc1ccc(S(=O)(=O)N2CCN(Cc3cccc(F)c3)CC2)cc1	-1.3	-6	nt	-10	i	-12%	i	19%
COc1ccc(CNS(=O)(=O)c2ccc3c(c2)CCN3C(=O)C2CC2)cc1	1.5	9	-1%	6	i	14%	nt	5%
O=S(=O)(c1ccccc1)N(CC(O)COc1ccccc1)c1ccccc1 (stereo not drawn)	-1.8	11	0%	8	i	-23%	i	5%
N=C1S/C(=C\c2ccco2)C(=O)N1c1nccs1	-1.3	-1	-2%	-5	-32%[inhibitor]	-22%	i	0%
CC(C)Oc1ccc(C(CC(=O)O)NC(=O)Cc2ccccc2)cc1 (stereo not drawn)	0.8	5	1%	23	i	15%	i	1%
COc1ccc(Cc2[nH]n3c(=O)cc(C(C)C)nc3c2-c2ccccc2)cc1	1.2	9	0%	-7	-20%	6%	i	1%
CC(C)COP(=O)(c1ccc(N(C)C)cc1)C(Nc1ccccc1)c1ccccc1 (stereo not drawn)	-0.8	-8	-1%	-14	i	-8%	i	18%
CCOc1ccc(-n2c(SCC(=O)c3c(N)n(C)c(=O)n(C)c3=O)nnc2-c2cccnc2)cc1	-0.4	0	-2%	-6	-16%	5%	i	0%
O=c1oc2ccccc2c(O)c1CN1CCCCC1	0.4	0	0%	-24	-45%[inhibitor]	-12%	nt	-2%
CC(C)(C)c1cc(-c2ccccc2)no1	0.4	6	1%	-4	-2%	-2%	i	-1%
CC1CCC(NS(=O)(=O)c2ccc3c(c2)CC(=O)N3)CC1 (stereo not drawn)	-1.8	-3	2%	0	-2%	-2%	nt	11%
Cc1onc(-c2ccccc2Cl)c1C(=O)Nc1nc2c(s1)CCCC2	-0.7	0	-10%	12	-3%	0%	i	0%
COc1ccc(-c2nn(-c3ccccc3)cc2CNC(C)Cn2cncn2)c(F)c1 (stereo not drawn)	-1.3	-7	-1%	1	i	1%	i	-6%
CC(C)(c1ccccc1)c1ccc(OCC(O)CN2CCCC2)cc1 (stereo not drawn)	1.6	-9	-2%	7	i	-3%	i	-2%
COc1ccc(NC(=O)N2CCC(C(=O)c3ccc4c(c3)OCCO4)CC2)cc1	0.3	-5	-3%	-14	i	4%	i	14%
O=C(O)Cn1nnc(-c2cccs2)n1	-0.1	-4	-1%	-1	i	-4%	i	-5%
Cc1ccc(NC(=O)COC(=O)c2cc(=O)c3ccccc3o2)cc1F	-1.1	2	1%	25	?	4%	i	3%
O=C1OCCN1C(=O)[C@H]1[C@H](c2ccc([N+](=O)[O-])cc2)C(c2ccc(F)cc2)=NN1c1ccccc1	0.3	-1	0%	-9	-31%	6%	i	-4%
CCC(=O)NC(=S)Nc1ccc(NC(=O)COc2ccccc2)cc1	-2.9	14	-3%	12	-16%	10%	i	2%
CCOc1cccc(C2C(C(=O)c3ccc(C)o3)=C(O)C(=O)N2c2nnc(C)s2)c1 (stereo not drawn)	-0.1	3	nt	-10	i	1%	i	3%
Cc1c(C)c(C)c(S(=O)(=O)Nc2ccc3[nH]c(=O)[nH]c3c2)c(C)c1C	-3.9	0	0%	28	-28%	7%	i	3%
Cc1c(Br)c([N+](=O)[O-])nn1CCCC(=O)Nc1sc2c(c1C(N)=O)CCC(C)C2 (stereo not drawn)	-2.1	-8	-1%	-23	-6%	1%	i	-8%
COc1ccc(CNC(=O)CN(C(=O)CCC(=O)Nc2ccccn2)c2ccc3c(c2)OCO3)cc1	-0.6	-33	0%	-18	-7%	-8%	i	5%
Cc1ccc2c(c1)NCC(C(=O)NC1CCC(C)CC1)O2 (stereo not drawn)	2.2	0	0%	3	-21%	4%	i	9%
Cc1ccc(CNC(=S)Nc2ccc3c(c2)c(=O)n(C)n3Cc2cccc(C(F)(F)F)c2)cc1	-1.5	-4	nt	?	i	10%	i	-8%
CCn1cc(C(=O)OCC(=O)N2C(C)CCCC2C)c(=O)c2ccc(C)nc21 (stereo not drawn)	-5.1	-3	0%	-12	-4%	-1%	i	14%
O=C1CCCN1c1ccc(S(=O)(=O)Oc2ccc(Cl)cc2)cc1[N+](=O)[O-]	-1.6	4	-1%	9	-21%[57.5 µM]	-12%	i	-14%
O=C(O)COc1ccccc1/C=N/NC(=O)CSc1nnc(SCc2ccc(Cl)cc2)s1	1.3	-10	0%	17	12%	-15%	i	-2%
COc1ccccc1NC(=O)/C(=C\c1cccs1)NC(=O)c1ccco1	-2.9	5	-2%	0	i	-5%	i	8%
COc1ccc(C(CNS(=O)(=O)c2ccc(NC(C)=O)c(OC)c2)N2CCCCC2)cc1 (stereo not drawn)	-0.5	-8	0%	9	i	2%	i	9%
CCn1c(COc2ccccc2C)nnc1SCC(=O)Nc1ccc2c(c1)OCCO2	-2.8	-3	2%	12	18%[57.5 µM]	10%	i	-15%
Nc1nccnc1C(=O)OCC(=O)NCCc1ccc(S(N)(=O)=O)cc1	-5.1	2	-6%	6	12%	11%	i	-2%
CC(C)CNC(=O)c1coc(=O)c(Br)c1	-0.9	-6	-4%	?	-41%[inhibitor]	-8%	nt	9%
CN(C)c1nc(Oc2ccc(=O)n(C)n2)nc(N2CCOCC2)n1	1.7	15	-4%	?	i	10%	nt	5%
COCc1c(C#N)c(NCCc2ccc(F)cc2)nc(C)c1[N+](=O)[O-]	-0.8	6	0%	-1	-31%[inhibitor]	-1%	i	4%
COCCn1c(-c2ccc(OC)cc2)cnc1SCC(=O)Nc1cc(C)on1	-0.9	-8	1%	-70*	-6%[57.5 µM]	-2%	i	7%
Cc1ccccc1C(=O)N1CCC(C(=O)NC(C)c2ccc(-n3ccnc3)cc2)CC1 (stereo not drawn)	-2.9	-5	3%	-2	i	0%	i	19%
Cc1ccccc1Nc1nnc(SCc2cc([N+](=O)[O-])cc3c2OCOC3)s1	-2.5	-5	-6%	13	-14%	-4%	i	21%
O=C(NCc1ccc(Cl)cc1)C1CCC(=O)N(C2CC2)C1 (stereo not drawn)	-2.0	2	-15%	2	-1%	-8%	i	11%
COc1ccc(CCn2c(=N)c(C(=O)NCC3CCCO3)cc3c(=O)n4cccc(C)c4nc32)cc1 (stereo not drawn)	-0.2	-13	2%	39	i	-14%	i	-3%
Cc1ccc[n+](CC2OCc3ccccc3CO2)c1	0.9	-2	1%	8	-15%	10%	i	9%
Cn1c(SCc2ccccc2)nnc1-c1c[nH]c2ccccc12	-5.4	0	-1%	-9	-59%[inhibitor]	-5%	i	4%

Some of the compounds tested (hit frequency here may not be typical).
